TNAP inh noacc – inhibitors of human TNAP without phosphate acceptor; 0.26% of 200,000 active; purified TNAP, CDP-star luminescence, 30 min; inhibition, % at 20 µM; P05186;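 active means tissue-nonspecific alkaline phosphatase inhibition above about 50% at 20 µM in the single-dose screen, limit read from the data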;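 further: 0% = DMSO negative control and 100% = EDTA positive control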
bIAP act – intestinal alkaline phosphatase (bovine) activation. purified bovine IAP, CDP-star luminescence, 30 min; stronger effect = higher value; fold of DMSO-control signal, blank-subtracted. activation factor at 20 µM. 0.17% of 200,000 active. AID 1016;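 active means activation factor of 2 or more at 20 µM, a signal rise over negative controls twice the positive control's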
NF-kB neuron act – NF-kB expression increase, human neuronal cells. NF-kB reporter expression; stronger effect = higher value. fold change at 12.5 µM. 1.6% of 190,000 active; in the data active means fold change above about 3.3
PMI act – activators of human phosphomannose isomerase; P34949; purified human PMI, coupled resazurin fluorescence, 20 min; stronger effect = higher value; 1 = vehicle control, 0 substrate-free wells; activation factor at 20 µM; 0.005% of 190,000 active;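 active means activation factor of 2 or more at 20 µM, relative to plate controls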
Target sequence (P34949 whole entry, looked up): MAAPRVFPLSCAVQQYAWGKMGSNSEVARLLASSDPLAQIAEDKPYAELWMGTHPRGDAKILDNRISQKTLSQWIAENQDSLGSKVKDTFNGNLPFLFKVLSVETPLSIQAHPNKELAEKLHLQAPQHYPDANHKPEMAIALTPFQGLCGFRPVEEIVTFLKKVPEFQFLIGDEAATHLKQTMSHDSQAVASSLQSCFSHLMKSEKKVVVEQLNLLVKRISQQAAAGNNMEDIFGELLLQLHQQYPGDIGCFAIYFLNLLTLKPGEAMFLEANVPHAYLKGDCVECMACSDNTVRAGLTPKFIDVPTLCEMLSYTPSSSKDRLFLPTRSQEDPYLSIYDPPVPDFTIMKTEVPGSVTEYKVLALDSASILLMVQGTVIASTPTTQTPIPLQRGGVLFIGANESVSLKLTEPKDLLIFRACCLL
PMI act hi M6P – activators of human phosphomannose isomerase at near-saturating mannose 6-phosphate; P34949; coupled PMI enzyme assay, resazurin fluorescence, 20 min; stronger effect = higher value; 1 = untreated enzyme, 0 = substrate-free blank; activation factor at 20 µM; 0.34% of 190,000 active; AID 1216;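 active means activation factor of 2 or more at 20 µM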
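Test system – human PMI in coupled enzyme assay · Timing – 20 min incubation at room temperature · Detection – Diaphorase-driven resazurin-to-resorufin fluorescence, excitation 544, emission 590 nm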
APP 5'UTR act – APP 5'UTR luciferase reporter activation; AID 1276; 1% of 190,000 active; SH-SY5Y APP 5'UTR luciferase reporter, luminescence; zero percent = DMSO vehicle wells; activation, % at 2 µM;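 active means activation above a set limit, based on mean plus 3 SD of controls, cut at about 140% in these data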; further: values of inactives mirror those of a sister screen read the other way
TNAP inh hi DEA – inhibitors of human TNAP at high phosphate acceptor concentration; purified TNAP, CDP-star luminescence, 1 M DEA; inhibition, % at 20 µM; 0.03% of 200,000 active;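 active means over 50% inhibition of tissue-nonspecific alkaline phosphatase at 20 µM in the single-dose screen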;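 further: plate controls were DMSO wells for no effect and EDTA-quenched wells as full inhibition for full effect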
TNAP act hi DEA – activators of human TNAP at high phosphate acceptor concentration | purified TNAP, CDP-star luminescence, 1 M DEA, 30 min; stronger effect = higher value; 0 = EDTA background, 1 = DMSO-only activity | 200,000 tested, under 10 active | activation factor at 20 µM | P05186;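 active means activation factor at least 2 at 20 µM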
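system = human TNAP | amount = enzyme diluted 1/800 final | reagent = 100 µM CDP-star substrate | signal = luminescent substrate turnover signal | dosing = one dose, 20 µM | benchmarks = EDTA negative control, DMSO positive control | measure = activation factor | timing = 30 min reaction, room temperature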
FLuc inhib CS – counter-screen for luciferase assay inhibitors: firefly luciferase inhibition; P08659; ATPLite firefly luciferase biochemical luminescence, 10 min; inhibition, % at 10 µM; 1.5% of 200,000 active;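 active means inhibition above about 50% when tested at 10 µM, limit read from the data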
Target sequence (P08659 whole entry, looked up): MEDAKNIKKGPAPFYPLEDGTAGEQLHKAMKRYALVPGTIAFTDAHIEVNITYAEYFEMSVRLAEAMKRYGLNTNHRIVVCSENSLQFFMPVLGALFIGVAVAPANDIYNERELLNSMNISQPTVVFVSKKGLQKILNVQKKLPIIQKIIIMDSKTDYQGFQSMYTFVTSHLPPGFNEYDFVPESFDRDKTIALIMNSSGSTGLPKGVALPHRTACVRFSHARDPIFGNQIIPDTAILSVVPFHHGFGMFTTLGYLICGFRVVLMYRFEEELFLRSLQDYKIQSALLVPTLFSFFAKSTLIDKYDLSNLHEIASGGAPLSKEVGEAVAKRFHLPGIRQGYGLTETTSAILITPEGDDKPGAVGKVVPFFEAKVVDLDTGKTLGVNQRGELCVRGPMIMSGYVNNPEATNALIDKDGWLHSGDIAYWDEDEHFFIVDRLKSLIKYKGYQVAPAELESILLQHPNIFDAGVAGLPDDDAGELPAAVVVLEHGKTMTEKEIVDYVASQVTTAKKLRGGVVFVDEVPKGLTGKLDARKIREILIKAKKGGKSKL
FLuc act counter – firefly luciferase counter-screen for stimulation assays; ATPlite luciferase biochemical, luminescence, 10 min; 0 = ATP-free wells, 1 = DMSO control; 200,000 tested, under 10 active; AID 1027; activation factor at 10 µM;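 active means luciferase activation factor, scaled between plate controls, of at least 2 with compound at 10 µM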
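System: cell-free luciferase reagent; medium: PBS as buffer for the ATP substrate; doses: test compounds dosed from 2 mM stocks in 100% DMSO; incubation: 10 min, room temperature; measured by: luminescence from luciferase reaction; read-out: luciferase activation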
* = called active by the depositor; · = not tested or not shown.

mol | TNAP act hi DEA | FLuc inhib CS | APP 5'UTR act | PMI act | NF-kB neuron act | FLuc act counter | TNAP inh hi DEA | PMI act hi M6P | TNAP inh noacc | bIAP act
c1ccc(-n2nc3c(ccc4cnnc43)[nH]2)cc1 | 1 | 24.4 | 87.2 | 1 | 3.28 | 0.8 | -0.3 | 0.5 | -7.2 | 1.6
CC(C)N(C)S(=O)(=O)c1ccc(Cl)c(C(=O)O)c1 | 1 | -5.4 | 37.8 | 1.2 | 1.01 | 1.1 | -3.0 | 1.1 | -9.8 | 0.9
COc1ccc2nc(SCC(=O)Nc3ccc4sc(C)nc4c3)c(C#N)cc2c1 | 1.1 | -6.0 | 12.1 | 0.8 | 1.01 | 1.1 | -5.4 | 0.9 | -16.9 | 0.8
CS(=O)(=O)N1CCC(C(=O)Nc2cc(Cl)ccc2Cl)CC1 | 1 | 0.4 | -11.2 | 0.9 | 1.06 | 1 | -2.9 | 0.9 | -3.2 | 1.3
COC(=O)CN(C#N)c1nc(SC)nc(N(C)C)n1 | 1 | -1.7 | -3.0 | 1 | 0.81 | 1 | -4.9 | 1.1 | -10.3 | 1
O=C(Nc1ccc(Oc2ccc3ccccc3c2)cc1)c1ccco1 | 1 | -2.8 | · | 0.8 | 0.67 | 1 | 0.7 | 0.9 | -5.8 | 0.8
CCOC(=O)N/N=C\c1ccc(-c2cc(Cl)ccc2Cl)o1 | 1 | -1.0 | -1.3 | 0.8 | · | 1 | -3.2 | 0.8 | -4.2 | 1.1
Cc1cc(NC(=O)CCCN2C(=O)/C(=C\c3cccs3)SC2=S)no1 | 1 | -6.2 | -4.9 | 1 | 1.21 | 1.1 | 3.5 | 1 | 9.9 | 0.9
O=C(CSc1cccc[n+]1[O-])Nc1c(Br)cc([N+](=O)[O-])cc1Br | 1 | -8.0 | -4.5 | 1.2 | 1.26 | 1.1 | -4.4 | 1 | -11.4 | 1.2
CCS(=O)(=O)NCc1cn2ccsc2n1 | 1 | -4.4 | -4.3 | 1 | 1.17 | 1 | -1.9 | 1 | 4.7 | 1.1
COCC1CCCN(Cc2nc(-c3ccc4c(c3)OCO4)no2)C1 (configuration not stated) | 1.1 | 0.8 | 36.6 | 1 | 1.62 | 1 | -6.5 | 1 | -9.4 | 0.9
O=S(=O)(Cc1cc(-c2ccccc2)no1)c1ccccc1 | 1 | 11.0 | 33.5 | 0.9 | 1.61 | 0.9 | -4.8 | 0.8 | -6.3 | 0.9
CCOc1ccccc1N1CC(C(=O)NCCc2ccc(S(N)(=O)=O)cc2)CC1=O (configuration not stated) | 1 | 1.2 | -11.3 | 0.9 | 1.03 | 1 | -1.4 | 0.9 | -0.1 | 1
COc1ccccc1C(=O)C1CCCN(C(=O)c2ccc3c(c2)OCCO3)C1 (configuration not stated) | 1 | -5.0 | 8.3 | 1.1 | 1.02 | 1.1 | -3.2 | 1.1 | -10.0 | 0.9
N#CCCn1cc(C(=O)N2CCCCC2)c(-c2cccc([N+](=O)[O-])c2)n1 | 1 | -3.1 | 6.0 | 1.1 | · | 1 | -4.6 | 1 | -4.6 | 1
CC(C)c1ccc(Oc2cccc(C(=O)/C(C#N)=C/N(C)C)c2)cc1 | 1 | -8.3 | -7.3 | 0.8 | 1.08 | 1.1 | -2.2 | 0.9 | 0.0 | 1
O=C(c1cccnc1)C1CCCN(Cc2nc(Cc3ccccc3F)no2)C1 (configuration not stated) | 1.1 | -1.3 | 3.5 | 1 | 1 | 1 | -5.7 | 1.1 | -8.3 | 1
O=C(NCc1ccc(F)cc1)C1CCN(S(=O)(=O)N2CCCC2)CC1 | 1 | -3.4 | 3.9 | 1 | 1.92 | 1 | 0.1 | 1 | -6.6 | 1
COc1cc2c(C(=O)N3CCOCC3)c(CSc3ccccc3)n(C)c2cc1Br | 1 | -4.6 | 8.4 | 0.8 | 0.86 | 1 | -1.1 | 0.8 | -3.6 | 1
Cn1c(SCC(=O)NCc2ccccc2)nnc1-c1ccc(NC(=O)CCc2ccccc2)cc1 | 1.1 | -11.0 | -9.4 | 0.9 | 1.01 | 1.1 | -7.6 | 1 | -5.2 | 1.4
CCN1C(=O)Cc2cc(S(=O)(=O)N3CCOCC3)ccc21 | 1 | -0.5 | -16.4 | 1 | 0.95 | 1 | 4.4 | 1.2 | -2.9 | 1
CCN1C(C)=C(C)S/C1=C1\SC(=S)N(NC(C)=O)C1=O | 0.9 | -4.1 | 6.8 | · | 1.07 | 1 | 8.2 | · | 6.3 | 0.9
C=CCn1c(SCC(=O)Nc2ccc3c(c2)OCO3)nnc1-c1ccccc1OC | 1 | -3.2 | -10.1 | 1 | 1.19 | 1 | -1.0 | 1 | -9.5 | 1
O=S(=O)(c1ccccc1)N1N=C(c2ccccc2)CC1c1ccccc1 (configuration not stated) | 1 | -4.4 | -10.3 | 0.8 | 1.1 | 1 | 1.5 | 0.9 | -4.2 | 0.9
OCCCNCc1cccc2ccccc12 | 1.1 | 0.9 | -5.6 | 0.9 | 1.03 | 1 | -6.5 | 0.9 | -14.1 | 1

Next part.
mol | TNAP act hi DEA | FLuc inhib CS | APP 5'UTR act | PMI act | NF-kB neuron act | FLuc act counter | TNAP inh hi DEA | PMI act hi M6P | TNAP inh noacc | bIAP act
Cc1cc(C)n2cc(CSc3nncn3C)nc2n1 | 1.1 | -3.6 | 5.8 | 1.1 | 1.06 | 1 | -5.1 | 0.8 | -17.3 | 1
COc1ccc(NC(=O)c2ccc(C(=O)c3ccccc3)o2)cc1 | 1 | 10.1 | -5.7 | 0.9 | 1.66 | 0.9 | -3.5 | 1 | -7.5 | 0.9
Cc1ccc(C(=O)O)cc1NC(=O)CCc1ccccc1 | 1 | -2.5 | -11.9 | 1 | 0.84 | 1 | 0.7 | 1 | -7.7 | 1
CC(C)N1CCN(Cc2coc3ccccc3c2=O)CC1CCO (configuration not stated) | 1 | -0.6 | -6.5 | 1 | 1.37 | 1 | 3.3 | 0.9 | -0.2 | 1
Cc1cccc(C)c1OCC(=O)NNC(=O)Nc1ccc(Cl)cc1 | 1 | -6.4 | · | 1.1 | 1.02 | 1.1 | -0.8 | 1 | -98.7 | 0.9
CCC(C)NC(=O)CNS(=O)(=O)c1ccc(C)cc1 (configuration not stated) | 1 | 0.2 | -4.5 | 1 | 1.07 | 1 | -3.3 | 1 | -14.1 | 1.1
C=CCNC(=O)COC(=O)COc1ccc(Cl)cc1C | 0.9 | 2.0 | 12.2 | 0.9 | 0.92 | 1 | 12.1 | 1 | -4.8 | 1
O=C(N=Nc1c(O)n(Cc2ccccc2)c2ccccc12)c1ccc(O)cc1 | 0.9 | 50.7* | 152.8* | 0.8 | 2.45 | 0.5 | 12.7 | 0.9 | 5.3 | 1
Cc1cc(NC(=O)CCCC(=O)N(CC(=O)NC2CCCCC2)c2ccccc2)no1 | 1.1 | -0.9 | 7.2 | 0.9 | 1.17 | 1 | -6.3 | 0.9 | -11.7 | 1.1
CC(C)(C)NC(=O)NC(=O)COC(=O)Cn1c(C(F)(F)F)nc2ccccc21 | 1 | 2.0 | 13.2 | 0.9 | 1.17 | 1 | 1.3 | 1 | 6.2 | 1
Cn1nc(C(F)(F)F)c(CNC(=O)C(C)(C)CCl)c1N1CCOCC1 | 1.1 | -6.7 | -4.4 | 0.9 | 1.1 | 1.1 | -6.6 | 1 | -14.2 | 0.9
COc1cccc(CN2CCN(CCc3ccccc3)C(CCO)C2)c1OC (configuration not stated) | 1 | -0.6 | -5.2 | 1 | 1.07 | 1 | -4.8 | 1.1 | -6.2 | 1.1
Cc1cccc(NC(=S)N2CCN(c3cc(C)ccc3C)CC2)c1 | 1 | -7.2 | -3.6 | 1 | 1.03 | 1.1 | -3.7 | 1 | -2.4 | 1.1
O=C(c1ccc2c(c1)OCO2)N1CCN(c2ccccn2)CC1 | 1 | -4.1 | -14.5 | 1.1 | 1.12 | 1 | 3.6 | 1.1 | -4.9 | 1
COC(=O)c1ccc(NC(=O)CN(Cc2ccc(Cl)cc2)S(C)(=O)=O)cc1 | 1.1 | -3.3 | 18.6 | 1 | 0.92 | 1 | -10.8 | 1 | -10.9 | 0.9
CCCS(=O)(=O)c1nnnn1-c1cccc(OC)c1 | 1 | -2.0 | -61.8 | 0.9 | 0.16 | 1 | -1.9 | 0.9 | -7.3 | 0.9
CC(C)CN(C(=O)CN1CCC(C)CC1)c1c(N)n(CC(C)C)c(=O)[nH]c1=O | 1 | -4.9 | -1.2 | 1.1 | 0.91 | 1 | -1.9 | 1.1 | -7.9 | 0.8
Nn1c(SCC(=O)NCCC2=CCCCC2)nnc1C(F)(F)F | 1.1 | -10.1 | · | 1 | 1.15 | 1.1 | -6.2 | 1 | -5.2 | 0.8
COc1ccc(CCNC(=O)C(=O)NCC2OCCN2S(=O)(=O)c2ccc(Br)cc2)cc1OC (configuration not stated) | 1 | -3.2 | -17.5 | 1 | 0.53 | 1 | -2.5 | 1.1 | -15.9 | 1
O=C(CSc1ncc(C(F)(F)F)cc1Cl)N1CCN(S(=O)(=O)c2ccc(Cl)cc2)CC1 | 1 | -1.5 | -3.4 | 0.8 | 0.9 | 1 | -3.8 | 0.8 | -6.0 | 0.6
CCOc1ccc(N=C2NC(=O)S/C2=C\c2ccc(N(C)C)cc2)cc1 | 0.8 | 38.6 | 50.5 | 0.9 | 1.99 | 0.6 | 18.2 | 0.9 | 20.9 | 0.8
CS(=O)(=O)c1ccc2nc(NC(=O)C3COc4ccccc4O3)sc2c1 (configuration not stated) | 1 | 9.4 | -2.1 | 1 | 0.91 | 0.9 | -4.7 | 0.9 | -10.8 | 0.9
CC(=O)NC(Cc1ccccc1F)C(=O)NC1CCN(C(=O)c2cnccn2)CC1 (configuration not stated) | 1 | -7.1 | -5.8 | 1 | 1.31 | 1.1 | -0.9 | 0.9 | -8.0 | 0.9
C/C(CC(=O)NCc1ccc(F)cc1)=N\NC(N)=S | 1 | 0.3 | -10.3 | 1 | 1.12 | 1 | -4.2 | 1.1 | -15.1 | 1
CCOc1cccc(=O)c2c(C)oc(C)c12 | 1 | -4.3 | 2.6 | 1 | 1.07 | 1 | 0.1 | 1 | -17.5 | 0.9
CC1(C)Cc2c(sc3nc(-c4ccccc4)n(N)c(=O)c23)CO1 | 1 | 11.6 | 25.6 | 1 | 0.69 | 0.9 | -0.6 | 1 | -6.5 | 0.9

A different layout for some results above.
Results follow in this order: TNAP act hi DEA, FLuc inhib CS, APP 5'UTR act, PMI act, NF-kB neuron act, FLuc act counter, TNAP inh hi DEA, PMI act hi M6P, TNAP inh noacc, bIAP act
CC(C)CN(C(=O)CN1CCC(C)CC1)c1c(N)n(CC(C)C)c(=O)[nH]c1=O
 : 1, -4.9, -1.2, 1.1, 0.91, 1, -1.9, 1.1, -7.9, 0.8
Nn1c(SCC(=O)NCCC2=CCCCC2)nnc1C(F)(F)F
 : 1.1, -10.1, ·, 1, 1.15, 1.1, -6.2, 1, -5.2, 0.8
COc1ccc(CCNC(=O)C(=O)NCC2OCCN2S(=O)(=O)c2ccc(Br)cc2)cc1OC (configuration not stated)
 : 1, -3.2, -17.5, 1, 0.53, 1, -2.5, 1.1, -15.9, 1

Screening data (PubChem)
